CHRM5 PAM = potentiates acetylcholine response at human M5 receptor. P08912. CHO-K1 hM5, Fluo-8 calcium, ACh EC20 PAM; 0% = ACh EC20, 100% = ACh EC100. activation, % at 3 µM. actives 0.3% (n = 360,000);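 active means activation above the run cutoff, the mean activation of all test compounds plus 3 SD, cut at about 18% in these data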
Target sequence (P08912 whole entry, looked up): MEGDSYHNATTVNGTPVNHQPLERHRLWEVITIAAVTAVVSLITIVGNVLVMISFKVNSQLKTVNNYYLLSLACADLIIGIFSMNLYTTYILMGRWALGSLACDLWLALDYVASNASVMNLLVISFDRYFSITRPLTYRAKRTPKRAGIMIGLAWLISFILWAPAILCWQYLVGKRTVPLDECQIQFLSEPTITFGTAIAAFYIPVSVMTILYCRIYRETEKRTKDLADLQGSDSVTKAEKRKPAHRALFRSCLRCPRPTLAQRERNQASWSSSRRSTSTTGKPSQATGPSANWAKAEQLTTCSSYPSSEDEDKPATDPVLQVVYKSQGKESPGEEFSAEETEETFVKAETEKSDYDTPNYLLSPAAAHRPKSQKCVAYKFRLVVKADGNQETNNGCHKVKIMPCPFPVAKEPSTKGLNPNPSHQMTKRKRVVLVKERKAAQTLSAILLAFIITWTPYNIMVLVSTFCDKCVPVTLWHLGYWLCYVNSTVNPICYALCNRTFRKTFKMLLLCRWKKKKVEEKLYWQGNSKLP
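Measured by: Fluo-8 calcium fluorescence; material: human M5 receptor in CHO-K1 cells; schedule: Post-acetylcholine fluorescence recording 140 s; benchmarks: low control EC20 acetylcholine (0%), high control EC100 acetylcholine (100%); read-out: Max/basal fluorescence ratio as % of EC20–EC100 ACh window; compound: single dose, 3 µM nominal final test concentration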
M4 PAM = CHRM4 positive allosteric modulation; actives 0.4% (n = 360,000); activation, % at 3 µM; P08173; CHO-K1 hM4/Gqi5, Fluo-8 calcium fluorescence, ACh EC20; 0% = ACh EC20, 100% = maximal ACh;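 active means activation above its plate's cutoff, the mean activation of sample wells plus 3 SD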; further: some results filed as inactive read as strong as hits
Target sequence (P08173 whole entry, looked up): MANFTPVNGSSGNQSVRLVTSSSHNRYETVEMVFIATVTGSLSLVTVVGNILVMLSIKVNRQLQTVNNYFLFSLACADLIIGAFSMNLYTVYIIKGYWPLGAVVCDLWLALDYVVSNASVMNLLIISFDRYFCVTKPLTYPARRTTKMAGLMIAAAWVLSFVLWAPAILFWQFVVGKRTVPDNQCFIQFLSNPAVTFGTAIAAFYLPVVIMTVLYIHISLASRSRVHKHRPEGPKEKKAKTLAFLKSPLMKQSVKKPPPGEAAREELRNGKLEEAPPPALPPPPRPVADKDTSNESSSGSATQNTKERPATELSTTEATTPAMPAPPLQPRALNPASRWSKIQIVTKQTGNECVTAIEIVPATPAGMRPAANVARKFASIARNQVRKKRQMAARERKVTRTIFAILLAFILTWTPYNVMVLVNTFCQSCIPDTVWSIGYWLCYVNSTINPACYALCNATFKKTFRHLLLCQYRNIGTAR
M4 antag = blocks acetylcholine activation of human M4 receptor; P08173; CHO-hM4 cells, ACh EC80, Fluo-8 calcium fluorescence; inhibition, % at 3 µM; actives 0.73% (n = 360,000);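 active means inhibition above its plate's cutoff, the mean inhibition of sample wells plus 3 SD, cut at about 27% in these data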;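 further: 0% = acetylcholine EC80 with DMSO and 100% = DMSO without agonist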
CHRM4 agonist = CHRM4 agonism in calcium assay; CHO-K1 hM4/Gqi5, Fluo-8 calcium fluorescence; vehicle 0%, full acetylcholine response 100%; activation, % at 3 µM; actives 0.14% (n = 360,000); P08173;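 active means activation above the run mean over all test wells plus 3 SD, cut at about 32% in these data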;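 further: peak over basal fluorescence ratio per well then scaled between controls; 0% = DMSO wells and 100% = acetylcholine at EC100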
CHRM5 antagonist = blocks acetylcholine activation of human M5 receptor | inhibition, % at 3 µM | CHO-hM5 cells, Fluo-8 calcium fluorescence, ACh EC80 | P08912 | actives 0.59% (n = 360,000);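 active means inhibition above a per-plate cutoff, the mean of that plate's test compounds plus 3 SD, cut at about 27% in these data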;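 further: 0% = acetylcholine EC80 with DMSO and 100% = DMSO without agonist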
CRFR2-BP antag = antagonists of CRF-binding protein/CRF-R2 receptor complex; HEK293 CRF-R2/CRF-BP, CRF-induced calcium fluorescence; inhibition, % at 11.8 µM; actives 0.59% (n = 350,000);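 active means inhibition of the ligand-induced calcium signal above about 50% at the single tested concentration, limit read from the data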
M5 ag = CHRM5 agonism in calcium assay. AID 624037. CHO-K1 hM5 cells, Fluo-8 calcium fluorescence; 0% DMSO wells, 100% maximal acetylcholine response. activation, % at 3 µM. actives 0.19% (n = 360,000);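 active means activation above the run's mean over test compounds plus 3 SD, cut at about 23% in these data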;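 further: signal is peak over basal fluorescence ratio across the kinetic read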
IDE inh = inhibits human insulin-degrading enzyme in HEK cells; P14735; FAbetaB cleavage, fluorescence polarization; inhibition, % at 5.59 µM; actives 0.41% (n = 320,000); AID 434962;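 active means percent inhibition above the average of all tested compounds plus 3 SD, set per screening campaign, cut at about 16% in these data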;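 further: IDE supplied by intact live HEK cells; FP after avidin binding of uncleaved biotin substrate so inhibition keeps polarization high; 0% = DMSO wells and 100% = 60 µM reference IDE inhibitor Ii1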
CRFBP-R2 agonist = agonists of human CRF-binding protein/CRF-R2 receptor complex; HEK293 CRF-R2/CRF-BP, calcium dye fluorescence (FLIPR); percent of saturating CRF peptide response; activation, % at 13.2 µM; actives 0.46% (n = 350,000); AID 588473;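 active means activation of at least 50%, plus an integration ratio under a set limit after plate pattern correction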;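 further: plate controls were neutral control wells without compound for no effect and CRF at EC100 for full effect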
* = called active by the depositor; · = no result given.

SMILES,CRFR2-BP antag,CHRM4 agonist,M4 PAM,IDE inh,CHRM5 PAM,CRFBP-R2 agonist,M4 antag,CHRM5 antagonist,M5 ag
Cc1ccc(OC(=O)N(C)C[C@H]2OCc3cnnn3CCCC(=O)N([C@@H](C)CO)C[C@H]2C)cc1,5.9,0.7,5.2,·,2.4,0.1,-8.5,-0.5,0.7
COc1cccc(C(c2nnnn2C(C)(C)C)N2CCC3(CC2)C(=O)NCN3c2ccccc2)c1OC (stereo not drawn),·,17.8,-2.9,·,-8.2,·,-8.4,6.6,8.2
CC(C)C[C@H]1C(=O)N2CCCC2[C@]2(O)O[C@](NC(=O)[C@@H]3C=C4c5cccc6[nH]cc(c56)CC4N(C)C3)(C(C)C)C(=O)N12 (stereo partly drawn),-52.3,3.4,-3.4,1.5,-1.7,42.5,-4.0,3.6,1.4
CC(=O)O[C@H]1CCC2C3CC[C@H]4[C@@H](O)[C@H](O)CC[C@]4(C)C3CC[C@@]21C (stereo partly drawn),-7.2,0.7,6.2,·,3.7,4.0,-3.0,-1.3,-0.4
CCN[C@@H](C)Cc1cccc(C(F)(F)F)c1,-7.3,1.5,-4.2,2.3,-2.7,0.1,3.3,2.5,-4.3
CCOP(=O)(OCC)C(O)c1ccc(OC)cc1OC (stereo not drawn),8.6,1.4,-1.1,-3.0,-3.0,1.0,6.2,8.0,-1.6
COC(=O)c1nc(-c2ccc3c(n2)C(=O)C(N)=C(OC)C3=O)c(N)c(-c2ccc(OC)c(OC)c2O)c1C,-8.3,0.5,11.4,-3.5,9.8,1.4,2.6,-6.9,-0.9
O=c1c2ccccc2nc(/C=C/c2ccc(O)cc2)n1-c1ccc(O)cc1,-14.6,10.7,-5.2,62.1*,-12.4,1.7,-9.6,12.1,2.1
CC(=NCC1CCCO1)c1c(O)n(-c2ccc(Cl)cc2)c(=O)[nH]c1=O (stereo not drawn),-16.6,0.7,7.1,-1.4,-1.1,1.5,-1.0,-5.9,-2.1
CCCCOc1ccc(CN2CCN(CCO)CC2)cc1,-8.4,0.7,-24.1,-6.5,7.0,0.3,25.4,-9.1,-9.7
O=C1CN=C(c2ccc[nH]2)c2cc(Cl)ccc2N1,1.8,0.7,3.1,0.5,-4.0,0.1,2.3,18.4,-1.2
CCOc1ccccc1N1C(=O)NC(=O)/C(=C/c2ccc3c4c(cccc24)CC3)C1=O,19.1,0.2,11.2,5.5,-2.8,3.9,-21.4,1.2,-5.3
NC(Cc1ccc(F)cc1)c1csc(Nc2ncccn2)n1 (stereo not drawn),·,3.8,-4.6,·,-2.0,·,-7.5,0.5,3.0
CSc1nc(N)c(N=Nc2ccc([As](=O)(O)O)cc2)c(=O)[nH]1,4.0,0.9,5.5,5.2,3.1,0.5,-2.2,0.8,-5.4
ClCCN(CCCl)c1ccc(C=Cc2ccncn2)cc1,-3.9,5.1,-0.8,·,-10.3,29.1,4.1,8.9,1.5
CC1CN1P(=O)(Oc1ccccc1)N1CC1C (stereo not drawn),-11.5,0.8,3.8,·,7.4,1.2,-3.2,8.0,3.4
O=P(Nc1cccc(F)c1)(Oc1ccccc1F)Oc1ccccc1F,-9.7,20.3,-29.1,-1.6,-19.4,1.4,-0.2,13.5,0.0
COc1ccc(-n2c(O)c(C(C)=NCCCn3ccnc3)c(=O)[nH]c2=O)cc1,13.8,0.5,5.3,-1.3,6.8,-0.4,2.7,-3.1,0.2
O=C(NCc1cccnc1)NC1CCCCC1,13.1,0.8,5.8,-3.0,0.1,-2.1,-0.8,-0.5,1.5
O=[N+]([O-])c1ccccc1CCl,4.1,2.2,5.4,1.5,-3.5,1.0,-1.6,5.1,2.0
CCC(=NCc1ccco1)c1c(O)n(C2CCCCC2)c(=O)[nH]c1=O,-15.0,-0.2,1.6,5.8,-0.2,0.0,-2.9,-5.1,1.0
COc1ccc(C(=O)C2CCCN(Cc3ccccn3)C2)c(OC)c1 (stereo not drawn),-2.9,0.5,-7.1,-0.2,-7.3,-1.5,1.7,1.9,-2.0
COC(=O)C1=C(c2ccc(OCc3ccccc3)cc2)C[C@@H]2CC[C@H]1N2C(=O)NCc1ccc(N(C)C)cc1,9.6,0.6,0.9,-0.7,2.7,-0.6,1.8,-4.8,4.2
CC1=CC(=O)C2=C(C)CC(O)C3C(C)C(=O)OC3C12 (stereo not drawn),0.9,2.9,0.2,3.5,0.6,-1.3,-1.8,1.6,-1.2

3 structures out of the list, sorted by SMILES length, high to low.
SMILES,CRFR2-BP antag,CHRM4 agonist,M4 PAM,IDE inh,CHRM5 PAM,CRFBP-R2 agonist,M4 antag,CHRM5 antagonist,M5 ag
COC(=O)c1nc(-c2ccc3c(n2)C(=O)C(N)=C(OC)C3=O)c(N)c(-c2ccc(OC)c(OC)c2O)c1C,-8.3,0.5,11.4,-3.5,9.8,1.4,2.6,-6.9,-0.9
O=c1c2ccccc2nc(/C=C/c2ccc(O)cc2)n1-c1ccc(O)cc1,-14.6,10.7,-5.2,62.1*,-12.4,1.7,-9.6,12.1,2.1
O=[N+]([O-])c1ccccc1CCl,4.1,2.2,5.4,1.5,-3.5,1.0,-1.6,5.1,2.0

Next compounds:
SMILES,CRFR2-BP antag,CHRM4 agonist,M4 PAM,IDE inh,CHRM5 PAM,CRFBP-R2 agonist,M4 antag,CHRM5 antagonist,M5 ag
COc1cccc(/C=C2\N=C(c3cncc(Br)c3)OC2=O)c1,-5.0,0.9,-3.9,-4.6,-0.8,-1.4,3.0,-4.8,0.6
CCCCn1c(=O)c(C(=O)Nc2ccc(C)cn2)c(O)c2ccccc21,-1.6,0.8,2.1,0.7,0.2,0.2,-3.6,0.4,0.6
Nc1ccccc1C(=O)OCCOc1ccccc1,6.9,0.3,3.3,1.5,1.3,-1.8,-3.4,0.9,-1.3
C/C=C1\NC(=O)[C@H](C)NC(=O)[C@@H](NC(=O)[C@H](Cc2ccc(O)cc2)NC(=O)[C@@H](NC(=O)/C(C)=C/C)C(C)C)[C@@H](C)OC(=O)[C@H](CCCc2ccc(O)cc2)NC(=O)[C@@H](CCC(=O)O)NC1=O,·,-0.7,12.5,·,5.1,·,-7.8,-6.7,2.8
O=C(O)C1C2c3ccccc3C(=O)C1(C(=O)O)c1ccccc12 (stereo not drawn),25.4,0.8,-0.3,·,5.0,-2.8,-10.1,7.8,2.6
COCCNC(=O)CN1C2CCC1CC(O)(c1cccnc1)C2 (stereo not drawn),17.1,0.6,-0.9,0.3,2.5,2.3,5.9,1.4,-1.1
O=C(CCn1c(=O)oc2ccccc21)N1CCC2(CC1)OCCO2,-7.1,0.4,1.6,0.1,-6.6,2.5,0.1,5.6,-5.5
COc1ccc(Cn2c(O)c(/C=N/NC(=O)c3ccncc3)c(=O)[nH]c2=O)cc1,7.6,0.1,5.3,6.9,4.5,0.5,-1.3,-1.9,-1.7
O=c1[nH]c(=S)n(-c2ccc(Cl)cc2)c(O)c1C=Nc1ccc(N2CCOCC2)cc1,-87.0,7.0,-3.7,5.0,-9.3,52.9*,6.6,19.4,12.0
CC1(C)NC(=S)C(C)(C)N1N=O,-0.6,0.8,3.1,·,-6.3,-1.8,-6.6,1.9,1.0
Cc1ccccc1C1=NCC(=O)N(CC(=O)N2CCCCC2)c2sc(C)c(C)c21,-9.3,1.0,-3.9,-2.2,2.6,-2.7,-16.5,7.0,-3.6
Cc1ccc(NC(=O)N2CC2)cc1NC(=O)N1CC1,-1.1,0.0,4.0,·,-6.8,0.6,1.2,12.6,2.4
Cc1ccc(C(=O)O)cc1N=Nc1c(O)[nH]c(=O)[nH]c1=O,13.5,0.6,8.1,1.3,4.9,6.6,-20.0,-4.7,-4.0
S=C=Nc1ccccn1,-26.5,0.0,7.5,2.0,5.3,7.5,4.1,6.0,-0.1
CCCCN1CCC(O)(c2ccccc2)C(C(=O)c2ccccc2)C1 (stereo not drawn),-7.5,0.4,-2.5,-8.7,-0.8,3.9,6.4,2.3,-0.9
Oc1ccc2c3c1O[C@H]1c4[nH]c5ccccc5c4C[C@@]4(O)[C@@H](C2)N(CC2CC2)CC[C@]314,-12.9,5.1,-2.1,0.1,3.9,0.6,-1.7,-5.5,3.3
CCN1C[C@]2(COC)CC[C@H](O)[C@@]34C5C[C@@H]6[C@@H](OC)C[C@@](O)(C5[C@H]6O)[C@](O)([C@@H](OC)C23)[C@@H]14 (stereo partly drawn),-1.9,1.2,2.1,0.1,-0.7,-1.6,-8.7,3.8,-0.6
C#CCOc1cc(C2C3=C(COC3=O)Nc3cc4c(cc32)OCO4)ccc1OC (stereo not drawn),-16.1,0.6,7.4,2.2,6.0,-1.8,-0.2,-2.2,-2.4
CCn1c(=O)cc(SCC(=O)N2CCC3(CC2)OCCO3)c2ccccc21,-9.3,3.0,-4.9,0.6,-5.4,-0.4,5.9,1.2,4.8
COCc1cc(C2SCC(=O)Nc3c2c(=O)[nH]n3C(C)C)ccc1OC (stereo not drawn),-4.2,0.2,-5.6,3.5,-3.2,0.2,4.8,-1.8,-3.2
Cn1cccc1/C=C1\C(=O)NC(=O)N(Cc2ccccc2)C1=O,-24.7,0.8,-2.8,0.3,-4.4,-1.0,5.8,10.4,1.4
O=S1(=O)NCC2(CC2)CN1Cc1ccccc1,·,0.5,11.5,·,-8.9,·,-6.1,14.8,-0.2
CN1CCN(C(=O)COc2ccc(S(=O)(=O)Nc3ccc(F)cc3)cc2)CC1,-1.7,1.3,-1.8,-3.7,-7.7,0.5,5.4,23.4,-2.9
CC(C)c1ccc(O)c(CN2CCN(c3ccccc3)CC2)c1,-5.2,-0.2,-0.8,0.4,-11.3,0.3,-4.2,9.6,-0.5
Cc1cc(/C=C2\C(=O)NC(=O)N(c3cccc(F)c3)C2=O)c(C)n1-c1ccc(C(=O)O)c(Cl)c1,4.1,0.7,-1.2,-0.6,2.4,3.3,-1.8,-1.4,5.2
O=c1c2ccccc2nc(Cc2ccccc2)n1-c1ccc(O)cc1,-37.6,5.6,-0.1,4.7,-2.5,0.0,-6.2,-1.3,1.4
Cc1c(C=O)c2ccccc2n1Cc1ccc([N+](=O)[O-])cc1,14.9,4.5,-3.4,7.2,-7.0,-0.7,-1.4,11.3,-2.2
O=C(Cc1c(-c2ccccc2)nc2ccc(Br)cn12)N1CCCC1,·,23.1,4.3,·,-7.5,·,-14.4,-1.2,4.1
CC1CCCC(C2(O)C(=O)Nc3ccccc32)C1=O (stereo not drawn),-9.4,0.0,2.2,2.3,2.2,-0.1,4.9,-3.6,-1.0
Cc1ccccc1-[n+]1c(-c2ccccc2)cc(-c2ccccc2)cc1-c1ccccc1,-3.4,8.0,-15.2,6.0,-40.1,-1.6,78.3*,41.5*,-9.4
Cc1ncc(CN2CCCC(C(=O)c3ccc(C(C)(C)C)cc3)C2)s1 (stereo not drawn),-40.5,9.8,-21.9,-1.2,-19.1,-2.2,22.8,29.0*,-5.0
Cc1ccc(C(C)C)c(OCC(=O)N2CCN(CC(=O)N3CCOCC3)CC2)c1,-4.8,0.7,-4.1,-4.2,0.2,0.1,5.1,8.1,0.2
Fc1ccc(CCNCc2ccccc2Cl)cc1,-19.8,2.8,-2.6,3.9,-0.6,-1.2,4.2,5.4,0.2

Screening data (PubChem)

Some of the compounds tested; count on the stated rates, not on these rows.
